EBV gp42 inh: EBV gp42 inhibition | 220,000 compounds, 0.42% hits | Fluorescence polarization binding assay, mP read-out | Q1HVG2 | AID 1085 | inhibition, % (tested at 21.74 µM); in the data active = inhibition above about 50%
TNF death inh: inhibitors of TNF-alpha induced necroptosis in Jurkat FADD-/- cells | Jurkat FADD-/- TNF necroptosis rescue, ATP luminescence, 24 h; 0 = TNF only, 100 = no-TNF cells | activation (protection from cell death), % at 10 µM | 220,000 compounds, 0.068% hits;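 active = activation, meaning protection from cell death, of at least 50% relative to plate controls; inactive = activation below 50%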;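 also: necroptosis triggered by 40 ng/mL TNF-alpha added together with compound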
PERK inh: inhibitors of human PERK kinase | CHO PERK-DD fusion, SEAP luminescence translation reporter | inhibition, % at 5.6 µM | 220,000 compounds, 0.17% hits;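 active = inhibition above the mean inhibition of all tested compounds plus 3 SD, set separately per screening campaign, cut at about 2.9% in these data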;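 also: PERK kinase domain activated by AP20187 dimerizer at 100 nM; 0% = DMSO with dimerizer and 100% = rapamycin at 8.4 µM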
Calpain2 inh: calpain II (pig) inhibition | AID 1236 | 220,000 compounds, 0.37% hits | purified calpain II, fluorogenic peptide substrate, 30 min | inhibition, % at 16 µM;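 active = inhibition above about 50%, limit read from the data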
zVAD death inh: L929 zVAD cell death inhibition; 220,000 compounds, 0.38% hits; L929 zVAD necroptosis rescue, ATP luminescence, 24 h; with zVAD 60 µM; viability rescue, % at 10 µM;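 active = activation, scaled between plate controls, above about 75%, limit read from the data; inactive = activation under that limit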;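 also: 0% = zVAD with DMSO and 100% = DMSO alone without zVAD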
MDM2 E3 inh: blocks human Mdm2 ubiquitin ligase activity | Q00987 | cell-based MDM2 ubiquitination luciferase reporter, 2 h; 0 = plate control, 100 = twice control, blank-subtracted | signal enhancement, % at 5 µM | 210,000 compounds, 0.11% hits | AID 1230;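 active = signal enhancement of 30% or more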;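 also: luminescence tracks abundance of the self-degrading MDM2-luciferase fusion protein; higher signal means inhibition of MDM2 E3 ligase activity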
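System: stable MDM2–luciferase fusion reporter cells / Input: 2000 cells seeded into each well / Schedule: 4 h settle plus 2 h compound, 37 °C / Compound: single-point 5 µM / Buffer or medium: cells held in DMEM / Benchmarks: control and blank well means / Evaluation: percent signal gain over controls, blank-subtracted / Measured by: luciferase luminescence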
Cl transport mod: KCC2 (human) Cl- transport modulation; KCC2 cells, thallium flux FluoZin-2 fluorescence; B-score of Tl+ flux slope (higher = more flux/activation; lower = inhibition) at 10 µM; Q9H2X9; 190,000 compounds, 2.2% hits;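 active = thallium flux slope and its plate-corrected score both differing from the plate sample mean at a set confidence after two filtering rounds, in either direction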;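 also: slope of fluorescence scaled to starting intensity during 10 to 20 s after thallium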
eIF4E-4G inh: inhibitors of eIF4E and eIF4G interaction in translation initiation | P63073+Q04637 | inhibition, % at 21.7 µM | TR-FRET eIF4E-eIF4GI(517-606) binding, 2 h | 220,000 compounds, 0.37% hits;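 active = inhibition above about 30%, limit read from the data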;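 also: 0% = full FRET control wells and 100% = background wells lacking eIF4GI fragment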
Target sequence (P63073 whole entry, looked up, the tested form may be a part): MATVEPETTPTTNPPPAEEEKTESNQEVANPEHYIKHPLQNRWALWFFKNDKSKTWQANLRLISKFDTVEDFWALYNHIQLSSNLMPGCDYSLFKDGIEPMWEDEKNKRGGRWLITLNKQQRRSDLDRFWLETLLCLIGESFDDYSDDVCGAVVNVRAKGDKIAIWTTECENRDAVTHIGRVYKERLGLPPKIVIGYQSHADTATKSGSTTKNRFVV
Target sequence (Q04637 whole entry, looked up, the tested form may be a part): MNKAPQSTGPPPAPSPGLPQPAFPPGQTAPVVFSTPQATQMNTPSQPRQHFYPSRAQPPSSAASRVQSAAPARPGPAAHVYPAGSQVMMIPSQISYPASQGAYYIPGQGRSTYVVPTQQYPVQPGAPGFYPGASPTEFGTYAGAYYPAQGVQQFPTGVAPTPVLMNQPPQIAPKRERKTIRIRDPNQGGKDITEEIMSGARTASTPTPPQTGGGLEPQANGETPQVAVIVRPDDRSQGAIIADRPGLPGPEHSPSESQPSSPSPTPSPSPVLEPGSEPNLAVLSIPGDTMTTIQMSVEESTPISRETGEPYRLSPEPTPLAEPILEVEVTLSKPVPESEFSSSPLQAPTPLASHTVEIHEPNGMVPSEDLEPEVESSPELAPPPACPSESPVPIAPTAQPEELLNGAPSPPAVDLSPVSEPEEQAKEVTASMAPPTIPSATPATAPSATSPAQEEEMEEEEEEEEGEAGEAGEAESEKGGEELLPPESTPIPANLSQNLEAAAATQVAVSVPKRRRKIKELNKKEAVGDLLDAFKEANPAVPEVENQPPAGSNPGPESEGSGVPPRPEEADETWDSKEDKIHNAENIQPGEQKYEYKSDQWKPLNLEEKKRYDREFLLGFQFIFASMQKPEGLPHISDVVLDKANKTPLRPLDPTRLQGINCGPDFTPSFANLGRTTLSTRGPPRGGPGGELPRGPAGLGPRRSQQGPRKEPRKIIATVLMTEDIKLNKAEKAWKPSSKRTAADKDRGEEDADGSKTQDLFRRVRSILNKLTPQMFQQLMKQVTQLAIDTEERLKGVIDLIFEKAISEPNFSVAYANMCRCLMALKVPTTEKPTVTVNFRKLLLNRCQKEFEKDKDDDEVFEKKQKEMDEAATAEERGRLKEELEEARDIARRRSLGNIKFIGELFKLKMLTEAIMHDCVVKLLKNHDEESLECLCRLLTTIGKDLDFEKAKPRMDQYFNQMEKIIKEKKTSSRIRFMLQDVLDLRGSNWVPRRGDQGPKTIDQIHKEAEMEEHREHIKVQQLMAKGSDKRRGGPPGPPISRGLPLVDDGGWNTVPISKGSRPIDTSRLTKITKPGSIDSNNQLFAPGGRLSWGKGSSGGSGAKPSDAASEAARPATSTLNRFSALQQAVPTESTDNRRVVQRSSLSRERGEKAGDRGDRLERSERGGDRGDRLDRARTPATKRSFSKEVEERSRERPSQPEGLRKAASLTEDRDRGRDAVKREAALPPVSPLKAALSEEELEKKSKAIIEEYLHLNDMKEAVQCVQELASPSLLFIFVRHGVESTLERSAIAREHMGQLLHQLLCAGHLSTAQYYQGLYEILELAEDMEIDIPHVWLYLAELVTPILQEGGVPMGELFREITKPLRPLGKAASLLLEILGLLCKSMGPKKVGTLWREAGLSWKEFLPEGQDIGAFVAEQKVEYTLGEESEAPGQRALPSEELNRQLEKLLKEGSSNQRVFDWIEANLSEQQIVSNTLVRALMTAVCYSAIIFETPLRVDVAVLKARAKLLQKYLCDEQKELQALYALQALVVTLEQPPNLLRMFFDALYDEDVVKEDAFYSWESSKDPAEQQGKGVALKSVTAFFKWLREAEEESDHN
Rad51 HR inh: Rad51 (human) homologous recombination inhibition; Q06609; hRad51 DNA strand exchange, fluorescence dequenching; inhibition, % at 10 µM; 200,000 compounds, 0.085% hits;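 active = inhibition above 40% at the single screening dose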;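 also: 0% = DMSO control wells and 100% = blanks with heterologous ssDNA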
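Test system – preformed human Rad51 ssDNA filaments · Reagent – Donor/quencher-labelled 47-bp dsDNA substrate · Incubation – 37 °C 15-min filament assembly, 30-min compound preincubation, 15-min exchange · Signal – FRET fluorescence dequenching, excitation 485 nm, emission 520 nm · Read-out – percent inhibition from fluorescence, normalised to plate control and blank means · Benchmarks – plate control and blank wells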
An asterisk follows results filed as active; i = inactive; . = no result given; [ ] = dose if it differs, or a comment.

Codes: A = EBV gp42 inh; B = TNF death inh; C = PERK inh; D = Calpain2 inh; E = zVAD death inh; F = MDM2 E3 inh; G = Cl transport mod; H = eIF4E-4G inh; I = Rad51 HR inh
N/C(=N\OC(=O)c1cc(Cl)ccc1Cl)c1ccccn1
  A: -5.9 | B: 1.8 | C: 0.1 | D: -0.7 | E: 0.5 | F: -43.5 | G: 0.233 | H: -0.4 | I: .
COc1ccc2nc(SCC(=O)Nc3ccc(S(=O)(=O)N4CCCC4)cc3)c(C#N)cc2c1
  A: -61.4 | B: 16.7 | C: -0.1 | D: -151.4 | E: 5.2 | F: -4.2 | G: -0.151 | H: -2.4[fluorescence artefact?] | I: -6.7
O=c1oc2ccccc2c(NCCc2ccccc2)c1[N+](=O)[O-]
  A: 0.1 | B: 1.1 | C: 0.3 | D: -1.6 | E: 0.4 | F: -9.4 | G: -1.47 | H: 2.6 | I: 6.2
O=C(CCCSc1nc2ccccc2[nH]1)NCc1ccccc1F
  A: -8.8 | B: 0.6 | C: -0.1 | D: 5.5 | E: 0.8 | F: -11.7 | G: -0.491 | H: -1.3 | I: 0.0
CCOC(=O)C1(CC2CCCCO2)CCN(Cc2cn[nH]c2-c2cccc(F)c2)CC1 (configuration not stated)
  A: -13.7 | B: 0.5 | C: -0.7 | D: 24.6 | E: -2.2 | F: -9.3 | G: 0.567 | H: -4.0 | I: 1.2
COc1cccc(CNC(=O)CCC2CCCN(C(=O)c3ccoc3)C2)c1 (configuration not stated)
  A: -7.5 | B: -0.5 | C: 0.9 | D: 16.6 | E: -0.4 | F: -5.4 | G: . | H: 2.9 | I: -21.5
COCc1cc(C)nc2sc(C(=O)N3CCCCC3)c(N)c12
  A: -2.4 | B: 1.7 | C: -0.8 | D: -9.4 | E: -0.3 | F: -5.1 | G: . | H: -1.6 | I: 2.7
O=c1c2ccccc2nc(CSc2ncnc3nc[nH]c23)n1-c1cccc(C(F)(F)F)c1
  A: -15.1 | B: 0.5 | C: -0.8 | D: -22.8 | E: 0.5 | F: -7.5 | G: -0.124 | H: -1.0 | I: -4.7
COc1cc(Cl)c(S(=O)(=O)N2CCOCC2)cc1Cl
  A: 4.5 | B: -1.4 | C: 0.1 | D: 21.4 | E: -0.9 | F: -3.6 | G: -0.439 | H: 0.8 | I: 2.8
Cc1cc(C)n2nc(-c3ccccc3)cc2n1
  A: -16.5 | B: 0.0 | C: 0.6 | D: -71.8 | E: 3.9 | F: -13.4 | G: -0.543 | H: 1.2 | I: -1.3
CCOC(=O)c1c(NC(=O)/C=C/c2ccc3c(c2)OCO3)sc(C)c1C
  A: -22.4 | B: -1.7 | C: 1.1 | D: -82.1 | E: -0.1 | F: -14.5 | G: . | H: -15.2 | I: 4.9
COc1ccc(NC(=O)CSc2ncn[nH]2)c([N+](=O)[O-])c1
  A: -13.5 | B: 1.1 | C: 0.3 | D: 13.0 | E: 0.8 | F: -2.7 | G: . | H: -5.3 | I: 1.8
Cc1ccc2[nH]c3c(c2c1)CN(C(=O)CN1CCN(c2cccc(C)c2C)CC1)CC3
  A: 19.0 | B: -0.7 | C: -1.1 | D: -156.1 | E: 0.7 | F: -10.1 | G: -0.447 | H: 4.5 | I: 1.4
COc1ccccc1Nc1nnc(SCC(=O)N2CC(=O)Nc3ccccc32)s1
  A: 8.5 | B: 0.3 | C: -0.4 | D: 22.1 | E: -0.6 | F: -9.4 | G: -0.42 | H: -5.3 | I: 1.4
COc1ccc(-n2nc(C(=O)NCC(=O)N3CCN(c4ccccn4)CC3)c3ccccc3c2=O)cc1OC
  A: -5.0 | B: -3.3 | C: -0.6 | D: -8.2 | E: 0.2 | F: -2.9 | G: -0.381 | H: 1.0 | I: -2.6
Cn1c(-c2ccco2)nc2cc3ccccc3cc21
  A: -13.3 | B: -10.7 | C: -1.2 | D: i | E: 0.2 | F: -24.3 | G: -1.82 | H: 5.8 | I: 4.8
O=C(Nc1ncnc2sc3c(c12)CCCCC3)c1ccccc1
  A: -10.7 | B: -0.4 | C: -1.0 | D: -1.6 | E: -0.6 | F: -4.9 | G: -0.887 | H: -0.7 | I: 2.1
CCCc1ccc(C(=O)NNc2cc(Cl)ccc2Cl)cc1
  A: 5.1 | B: 4.4 | C: -0.2 | D: -10.2 | E: 0.5 | F: -2.9 | G: -0.268 | H: 4.5 | I: 13.6
OCCC1CN(C2CCN(c3ccccc3F)CC2)CCN1Cc1ccccc1 (configuration not stated)
  A: -0.7 | B: -0.1 | C: -0.1 | D: -34.0 | E: -0.6 | F: -15.1 | G: 0.236 | H: -0.7 | I: -27.8
COc1ccc(NS(=O)(=O)c2cc(Cl)ccc2Cl)cc1S(=O)(=O)N1CCCCC1
  A: -9.7 | B: 0.1 | C: 0.8 | D: -2.2 | E: -0.5 | F: -3.7 | G: -2.39 | H: -0.8 | I: -6.1
O=C(COc1ccccc1)Nc1ncccn1
  A: -5.7 | B: 0.5 | C: 0.0 | D: -16.9 | E: 1.5 | F: 34.5* | G: 0.0765 | H: 3.9 | I: 0.2
O=C1c2ccccc2C(=O)N1CC(O)COCc1ccccc1 (configuration not stated)
  A: -14.7 | B: -0.4 | C: 0.8 | D: 19.2 | E: 0.5 | F: -15.3 | G: . | H: 0.6 | I: 9.6
Cc1ccc(CSC2=Nc3sccc3C3=NC(=O)CN23)cc1
  A: -18.2 | B: -10.4 | C: 0.5 | D: -9.2 | E: 0.1 | F: 7.0 | G: 0.296 | H: 0.4 | I: 3.2
O=C(O)CCCC(=O)Nc1nncs1
  A: 0.9 | B: 0.7 | C: 1.1 | D: -24.7 | E: 12.3 | F: -3.3 | G: -0.536 | H: 0.3 | I: 11.0
COCCN1CCN(Cc2nc(C3(c4ccc(C)cc4)CCCC3)no2)CC1
  A: -0.5 | B: -0.5 | C: 0.8 | D: -10.9 | E: -1.0 | F: -24.2 | G: . | H: 3.7 | I: .
C=CCNc1oc(-c2ccc(OC)cc2)nc1C#N
  A: -22.5 | B: -0.7 | C: 1.4 | D: -401.5 | E: 1.2 | F: -8.9 | G: . | H: 9.9 | I: 88.7*
Cc1c(C)c(C)c2[nH]c(=S)[nH]c2c1C
  A: -17.2 | B: -0.2 | C: -0.8 | D: 8.2 | E: 0.0 | F: 1.9 | G: 0.63 | H: 0.8 | I: 11.6
CN(C)S(=O)(=O)c1ccc(C(=O)NCCN2C(=O)S/C(=C\c3cccnc3)C2=O)cc1
  A: 7.5 | B: 0.2 | C: 0.6 | D: -32.5 | E: 2.9 | F: -3.8 | G: -1.76 | H: -2.2 | I: -2.2
COc1ccccc1N1CCN(C(=O)c2ccc3c(=O)n(Cc4ccco4)c(=S)[nH]c3c2)CC1
  A: -11.7 | B: -5.4 | C: 0.0 | D: -37.1 | E: -0.1 | F: -1.5 | G: -1.73 | H: -5.5 | I: 4.8
Cc1ccc(C2=N/C(=C/N3CCOCC3)C(=O)O2)cc1
  A: -11.7 | B: -0.9 | C: 0.7 | D: 26.8 | E: -0.1 | F: 1.8 | G: -0.0263 | H: 2.0 | I: 0.8

The list continues:
The line under a structure holds: EBV gp42 inh	TNF death inh	PERK inh	Calpain2 inh	zVAD death inh	MDM2 E3 inh	Cl transport mod	eIF4E-4G inh	Rad51 HR inh
Cc1cc(NC(=O)CSc2nc3c(c(=O)n(C)c(=O)n3C)n2C(C)C)no1
    -3.8	-1.8	0.5	-3.9	2.1	-16.6	0.189	2.6	2.9
COc1cccc(CN2CCN(c3ncccn3)CC2)c1
    -5.6	-0.3	0.6	-6.9	-0.1	1.6	0.596	0.4[fluorescence artefact?]	-4.5
O=C(Nc1ccccc1)OCC1CCCN2CCCCC12 (configuration not stated)
    -3.7	1.1	-0.8	2.4	0.8	-18.3	.	7.0	-2.7
CCOC(=O)C1CCCN(C(=O)COC(=O)C2=COCCO2)C1 (configuration not stated)
    -17.3	0.5	1.4	-6.8	-0.3	-10.7	0.988	12.3	-5.8
CCOC(=O)c1[nH]c2ccc(F)cc2c1NC(=O)CN1CCc2cc(OC)c(OC)cc2C1
    -15.2	-8.4	-1.7	-52.8	-0.5	2.4	.	0.1[fluorescence artefact?]	.
Cc1ccc(N2CC(C(=O)Nc3nccs3)CC2=O)cc1 (configuration not stated)
    -20.6	2.0	-0.1	14.6	1.0	-15.9	-0.158	1.5[fluorescence artefact?]	-1.2
CC(C)Cn1c(-c2nn(C)cc2Cl)n[nH]c1=S
    -5.3	-1.0	-0.1	-9.4	0.1	3.4	-0.0472	5.2[fluorescence artefact?]	2.9
O=C(CSc1ccccc1)NCCCN1CCOCC1
    -10.1	0.6	1.1	-5.7	1.0	-7.7	.	0.9[fluorescence artefact?]	-6.3
COC(=O)CNC(=O)c1ccccc1[N+](=O)[O-]
    .	-1.1	0.6	.	0.9	.	0.532	.	5.4
CCCCCCC1C(C#N)=C(N)OC2=C1C(=O)CC(C)(C)C2 (configuration not stated)
    -1.0	-0.3	1.0	-19.3	0.3	-5.2	.	0.8	12.9
O=[N+]([O-])c1cccc(C(=S)N2CCN(c3ccc(F)cc3)CC2)c1
    15.4	-1.9	0.3	9.9	0.0	-13.6	-0.0246	-5.4	-5.4
CCOc1ccc(/C(O)=C/C(=O)C(=O)Nc2ccc(S(=O)(=O)NC(C)=O)cc2)cc1
    -3.5	0.6	0.8	27.3	0.2	-15.9	0.65	-1.2	-3.5
COCCN(C(=S)Nc1c(C)cc(C)cc1C)C(C)c1cccs1 (configuration not stated)
    -23.9	0.5	0.9	24.0	-0.7	-9.9	-1.47	0.4	-9.3
Nc1c(NCc2ccccc2)c(=O)c1=O
    -12.8	3.4	1.1	0.2	0.8	-9.2	0.00602	-2.4	13.8

Source: PubChem BioAssay (several laboratories)
